Compound activity (PubChem BioAssay)
UTI89 phage lysis – inhibition of K1F phage lysis, E. coli UTI89, bacterial capsule biogenesis inhibitors, alamar blue (AID 488966); E. coli UTI89 K1F phage lysis, alamar blue, 2 h; higher % means a stronger effect; inhibition, % at 100 µM, or IC50 in µM where a hit was titrated; actives 0.02% (n = 340,000);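 active means phage lysis inhibition, versus mean bacterial control, above a set limit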;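 further: capsule biogenesis inhibitors block K1F phage lysis so surviving cells raise fluorescence; higher fluorescence means more inhibition of phage lysis; actives were called in the ten point dose series up to 300 µM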
GPR35 arrestin U2OS – GPR35 antagonists blocking zaprinast-driven arrestin recruitment, primary screen, imaging, U2OS, beta-arrestin-GFP, zaprinast agonist (AID 2058). U2OS GPR35 beta-arrestin-GFP translocation imaging, zaprinast antagonism; higher % means a stronger effect. inhibition, % at 10 µM; hits with a dose series show IC50 in µM. actives 0.052% (n = 290,000);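 active means inhibition of at least 50% with at least 30 cells and total cytoplasm GFP at most 10,000,000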
WT yeast gro inh – growth inhibition of WT yeast, mitochondrial fusion screen. actives 2.1% (n = 190,000). inhibition, % at 10 µM. mitochondrial fusion phenotypic screen, WT strain; in the data active means inhibition above about 58%; tested in S. cerevisiae
Autophagy HCS – alters autophagy in cells; MEF GFP-LC3 puncta imaging; test concentration mostly 10 µM; calls only at 10 µM (by protocol); actives 0.98% (n = 190,000); AID 463193;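 active means percentage of spot-positive cells more than 3 SD above its plate mean, without a fluorescence outlier flag or 80% toxicity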;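 further: spot-positive cell cutoff set from DMSO-treated cells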
NS5 inhibitors – Dengue-2 NS5 methyltransferase inhibitors, primary screen, biochemical, confirmation dose response (AID 588689); Dengue-2 NS5 methyltransferase capping enzyme assay, biochemical; higher % means a stronger effect; one-dose inhibition, % at 25 µM; IC50 in µM for titrated hits; actives 0.3% (n = 340,000); in the data active means a potency from the dose series
RSV antiviral HEp-2 – inhibition of RSV-induced cytopathic effect – HEp-2 cells, primary 10 µM value included (AID 2391). CPE inhibition, % at 10 µM; hits with a dose series show IC50 in µM. HEp-2 cells, RSV-induced CPE inhibition; higher % means a stronger effect. actives 0.13% (n = 310,000); in the data active means a potency from the dose series; further: strong numbers were not always called active
LYP phosphatase – PTPN22 lymphoid phosphatase activity blockers – biochemical, fluorescence intensity, uHTS (AID 1779); recombinant LYP phosphatase, fluorescence intensity; higher % means a stronger effect; inhibition, % at 11.5 µM, or IC50 in µM where a hit was titrated; actives 0.054% (n = 290,000); in the data active means inhibition above about 50%;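 further: plate controls were vehicle with enzyme for no effect and no enzyme for full effect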
AID2073 – disruptors of CaV2.2 binding to Mint1 – biochemical, HTRF (AID 2073); HTRF protein-protein interaction, Mint1-CaV2.2; higher % means a stronger effect; one-dose inhibition, % at 20 µM; IC50 in µM for titrated hits; actives 0.19% (n = 290,000); in the data active means inhibition mostly above about 51%, no sharp cut-off; further: some results filed as inactive read as strong as hits
NTR1 ag – NTR1-driven beta-arrestin-GFP spot formation – imaging, U2OS cells, high content, primary screen (AID 493036). actives 0.17% (n = 330,000). agonist mode. P30989. activation, % at 20 µM;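 active means activation at or above 40% of the spot to cytoplasm intensity ratio, with at least 20 cells analyzed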;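 further: 0% = DMSO without peptide and 100% = 100 nM NTR1 peptide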
Target sequence (P30989 whole entry, looked up): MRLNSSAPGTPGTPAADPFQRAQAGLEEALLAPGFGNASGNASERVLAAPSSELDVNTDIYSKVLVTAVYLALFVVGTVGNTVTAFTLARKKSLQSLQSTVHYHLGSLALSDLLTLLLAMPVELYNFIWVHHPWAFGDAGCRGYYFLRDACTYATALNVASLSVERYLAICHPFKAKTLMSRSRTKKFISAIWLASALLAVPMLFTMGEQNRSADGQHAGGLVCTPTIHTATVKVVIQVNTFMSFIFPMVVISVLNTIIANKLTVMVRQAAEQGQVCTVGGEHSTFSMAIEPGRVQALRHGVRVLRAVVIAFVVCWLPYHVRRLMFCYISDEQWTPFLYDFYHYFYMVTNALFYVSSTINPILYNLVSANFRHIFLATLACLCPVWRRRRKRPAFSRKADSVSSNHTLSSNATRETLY
WT yeast gro inh mutant strain – also measured in WT yeast gro inh; calls as there; inhibition, %; mitochondrial fusion phenotypic screen, mutant strain inhibition
Autophagy HCS cell loss 18 h – also measured in Autophagy HCS; calls as there; toxicity, %; measured here: cell loss, nuclei count;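 cell loss after 18 h compound exposure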
NTR1 ag cell count 20 µM – second read-out of NTR1 ag, no call of its own (marks repeat the call); cell count; measured here: cell count, cytotoxicity flag
NS5 inhibitors pilot replicate – recorded beside NS5 inhibitors, whose call it bears; inhibition, %; measured here: pilot screen replicate inhibition
Starred values were filed as active, the others as inactive; i = inactive; . = not tested or not shown; & = joins results of further samples; [ ] = remark or other dose.

Preview (five entries):
SMILES	UTI89 phage lysis	GPR35 arrestin U2OS	WT yeast gro inh	WT yeast gro inh mutant strain	Autophagy HCS	Autophagy HCS cell loss 18 h	NS5 inhibitors	RSV antiviral HEp-2	LYP phosphatase	AID2073	NTR1 ag	NTR1 ag cell count 20 µM	others
O=C(C1CC(=O)N(c2ccc3c(c2)OCCO3)C1)N1CCCC(C(F)(F)F)C1 (stereo not given)	0.6%[50 µM]	.	.	.	.	.	-7%	-1.3%	.	.	0.3	58
CCn1c2ccccc2c2nn(C)c(=N)nc21	0.1%	-3%	-2	-3	i	3	-2%	2.5%	-3%	-10%	0.0	70
O=c1cc(CN2CCN(c3ccccn3)CC2)nc2sccn12	0.3%	15%	0	-1	i	4	-8%	0.3%	-3%	-3%	3.0	83
Cc1ccnc(N2CCC(C(=O)NNC(=O)COc3cccc4ccccc34)CC2)n1	0.1%	11%	2	-4	i	-2	-6%	1.7%	-10%	4%	-0.7	92
C/C(=N\N=C(N)N)c1ccc(Cl)c(Cl)c1	i	-2%	22	29	i	13	-4%	3.2%	-9%	-8%	6.0	68

Results, repeating the preview:
SMILES	UTI89 phage lysis	GPR35 arrestin U2OS	WT yeast gro inh	WT yeast gro inh mutant strain	Autophagy HCS	Autophagy HCS cell loss 18 h	NS5 inhibitors	RSV antiviral HEp-2	LYP phosphatase	AID2073	NTR1 ag	NTR1 ag cell count 20 µM	others
O=C(C1CC(=O)N(c2ccc3c(c2)OCCO3)C1)N1CCCC(C(F)(F)F)C1 (stereo not given)	0.6%[50 µM]	.	.	.	.	.	-7%	-1.3%	.	.	0.3	58
CCn1c2ccccc2c2nn(C)c(=N)nc21	0.1%	-3%	-2	-3	i	3	-2%	2.5%	-3%	-10%	0.0	70
O=c1cc(CN2CCN(c3ccccn3)CC2)nc2sccn12	0.3%	15%	0	-1	i	4	-8%	0.3%	-3%	-3%	3.0	83
Cc1ccnc(N2CCC(C(=O)NNC(=O)COc3cccc4ccccc34)CC2)n1	0.1%	11%	2	-4	i	-2	-6%	1.7%	-10%	4%	-0.7	92
C/C(=N\N=C(N)N)c1ccc(Cl)c(Cl)c1	i	-2%	22	29	i	13	-4%	3.2%	-9%	-8%	6.0	68
COc1ccc(NC(=O)c2c(NC(=O)CCC(=O)O)sc(-c3ccccc3)c2C)cc1	-0.2%	-7%	-5	0	i	-6	4%	4.0%	1%	1%	0.5	75
O=C(COc1ccc(-n2cnnn2)cc1)NC(=O)NCc1ccccc1	0.8%	-2%	10	-8	i	8	-15%	1.2%	-10%	2%	2.3	57
CN1C(=O)N(C)C2(c3ccccc3)Nn3c(s/c(=C/c4ccco4)c3=O)=NC12c1ccccc1 (stereo not given)	6.6%	2%	6	-30	i	19	-14%	1.8%	14%	35%	0.2	69
Cc1cc(C)c(NC(=O)CNC(=O)CSc2nnc(N)s2)c(C)c1	0.8%[50 µM]	.	.	.	.	.	-1%	-0.5%	.	.	0.0	49
Cc1ccc(C(=O)c2ccc(N3CCN(C)CC3)c([N+](=O)[O-])c2)cc1	10%	2%	27	41	i	2	-2%	-0.6%	-2%	-2%	1.7	53
c1ccc(CNc2ncnc3c2cnn3Cc2ccccc2)cc1	0.1%	13%	5	8	i	33	-5%	3.0%	-6%	4%	1.5	43
COc1ccc(-c2nn(C)c(=O)[nH]2)cc1	0.1%	1%	.	.	.	.	-12%	6.5%	0%	20%	-0.2	52
CC(C)(C)c1ccccc1OCCCCCNCCO	i	0%	6	-8	i	28	-6%	-1.8%	-1%	0%	1.0	74
COc1ccccc1CCC(=O)Nc1ccc(OC)c(S(=O)(=O)N2CCOCC2)c1	0.6%[50 µM]	.	.	.	.	.	-3%	1.4%	.	.	-1.4	47
C#CCNC(=O)C1=C[C@@H](C)C[C@@H](OCc2ccc(CO)cc2)O1	-0.1%	-15%	0	0	i	-4	-9%	1.7%	-9%	10%	-1.1	99
COc1cccc(NC(=O)CNC(=O)c2ccc(OC)c(OC)c2)c1	-1.2%[50 µM]	-9%	-12	-3	i	-4	0%	-0.6%	-12%	-9%	0.2	54
Cc1onc(-c2ccccc2)c1C(=O)N/N=C/c1cn(C)c2ccccc12	-1.8%	-2%	6	-2	i	-38	4%	0.6%	3%	1%	1.0	105
Cc1ccc[n+](-c2nc3ccccc3nc2C(=C=[N-])C#N)c1	-1.1%[50 µM]	6%&10%	-5	-17	i	9	-16%&-7%	-0.4%&0.1%	-7%&-7%	-4%&0%	-0.2&-3.0	71&77
COC(=O)Cc1c(C(=O)OC)nnn1-c1ccc(OC)cc1	-0.4%	-5%	-13	-13	i	7	-5%	0.1%	-5%	-6%	1.0	85
COC(=O)CCC(NS(=O)(=O)OCC(Cl)(Cl)Cl)c1ccccc1 (stereo not given)	-0.2%	-2%	.	.	.	.	1%	0.3%	-9%	-2%	0.7	46
COCCOC(=O)c1[nH]c2c(c1C)C(=O)CC(c1ccc(OC)cc1)C2 (stereo not given)	0.1%	-5%	.	.	.	.	-5%	4.2%	-4%	14%	6.0	78
CCC(=O)N1c2ccc(S(=O)(=O)CCC(=O)Nc3nccs3)cc2CC1C (stereo not given)	1.9%	22%	4	-3	i	-6	2%	1.3%	-6%	-5%	-0.6	71
C/C(=N\NC(=O)c1cccc(F)c1)c1ccc(NC(=O)Cc2ccccc2)cc1	1.9%[50 µM]	-11%	.	.	.	.	3%	1.7%	-8%	4%	0.1	58
C=C(C)C1CC=C(CN2CCC(C(=O)OCC)CC2)CC1 (stereo not given)	4.1%	-4%	10	31	i	-41	1%	-2.0%	-13%	1%	-0.9	62
CC(=O)Nc1ccc(S(=O)(=O)NCCC(=O)OCc2ccc([N+](=O)[O-])cc2)cc1	1.0%[50 µM]	3%	.	.	.	.	-6%	1.4%	-11%	3%	2.7	58
C=CCNC(=O)c1ccc(OC)cc1OC	0.5%	2%	4	2	i	0	3%	2.9%	-9%	13%	0.1	92
Cc1cc(N2CCN(c3cccc(C(F)(F)F)c3)CC2)n2ncnc2n1	0.7%	-6%	4	10	i	4	-1%	0.3%	-1%	-8%	0.9	67
Cc1ccc(C(=O)CSc2nc3ccccc3o2)cc1	1.9%[50 µM]	15%	0	0	i	2	4%	4.7%	-7%	-4%	-0.2	36
O=C(O)CC(NC(=O)C12CC3CC(CC(C3)C1)C2)c1ccc2c(c1)OCO2 (stereo not given)	0.3%	11%	-2	6	i	16	.	2.5%	-8%	-9%	-0.9	30
COc1ccc(CCNC(=O)c2cccc([N+](=O)[O-])c2)cc1OC	0.8%	.	.	.	.	.	-11%	0.8%	.	.	-0.4	59
Cc1cc(OC(=O)c2cccc([N+](=O)[O-])c2)c(C)cc1CN1CCOCC1	-0.6%	3%	.	.	.	.	-3%	0.1%	-8%	7%	0.0	81
Cc1ccc(S(=O)(=O)Nc2cccc(-n3cnnn3)c2)cc1C	-0.5%	3%	.	.	.	.	-1%	5.5%	-10%	4%	0.3	68
C/C(=C/c1ccccc1)C(=O)N1CC(C)OC(C)C1 (stereo not given)	0.4%	15%	16	25	i	1	-4%	0.4%	-8%	12%	-0.4	87
CCOc1ccc(-c2csc(NC(=O)CSCC(=O)O)n2)c2ccccc12	-1.8%	-4%	-6	0	i	21	11%	6.6%	-1%	19%	2.0	34
CCOC(=O)c1c(/N=C/c2ccc(OC)cc2O)sc2c1CCN(C)C2	0.3%	3%	.	.	.	.	-6%	-0.8%	-3%	-26%	-0.4	71
COC(=O)c1ccc(NC(=O)c2ccccc2SC)cc1	1.1%	3%	-7	5	i	1	-1%	0.8%	-2%	29%	-1.6	72
Cc1cc(C)cc(C(=O)Nc2ccc(N3CCN(S(C)(=O)=O)CC3)cc2)c1	0.3%	5%	-6	-17	i	-13	-3%	-0.1%	-9%	23%	-0.2	43
COc1cc(OC)cc(C(=O)NCC(=O)N2CCN(c3ccc(O)cc3)CC2)c1	0.8%	-4%	.	.	.	.	-2%	0.0%	-10%	-145%	1.8	52
CCSC1=C(C#N)C2(CCCCC2)C(C#N)C(=O)N1 (stereo not given)	0.5%	11%	-6	-29	i	11	-2%	1.5%	-6%	2%	-4.2	102
Cc1csc(NC(=O)C2CCCCC2C(=O)O)n1 (stereo not given)	1.8%	21%	-18	-17	i	0	2%	0.2%	1%	-4%	-0.9	48
CCn1c(CC(=O)Nc2ccccc2OC)nnc1SCC(=O)Nc1ccccc1F	0.1%	-7%	-9	2	i	2	-3%	3.9%	2%	-8%	-0.6	59
O=C(Nc1ccc(Cl)cn1)c1ccc(-c2ccc(Cl)c(Cl)c2)o1	-0.5%	.	.	.	i	4	-1%	-2.5%	.	.	2.0	47
COc1ccc(C(=O)Nc2cc(Cl)ccc2Cl)c(OC)n1	0.2%	-19%	-10	-7	i	9	4%	0.9%	-2%	3%	-1.2	45
O=C(OCC(=O)N1CCN(c2ccccc2)CC1)c1ccc2ncsc2c1	4.3%	-1%	3	-5	i	14	-8%	1.5%	1%	-1%	-2.3	76
COc1ccccc1N1CCN(/N=C\C(Br)=C\c2ccccc2)CC1	0.4%	-4%	15	14	i	-10	-6%	3.1%	-6%	16%	3.3	69
CC(C)CN(C(=O)CCC(=O)OC(C)C(=O)Nc1cccc(C#N)c1)c1c(N)n(CC(C)C)c(=O)[nH]c1=O (stereo not given)	0.9%[50 µM]	.	.	.	.	.	-3%	-1.0%	.	.	-0.4	102
COc1ccc(-c2cc(C(=O)Nc3ccc(C)c(C)c3)no2)cc1	0.2%	9%	.	.	.	.	-5%	3.4%	-12%	34%	-0.9	90
CCc1ccc(NC(=O)[C@H](C)NC(=O)C2CCN(C(=O)[C@@H](NC(=O)OC(C)(C)C)C(C)C)CC2)cc1	1.5%[50 µM]	-7%	.	.	.	.	-3%	4.0%	-6%	5%	1.0	42
Cc1cc(C(F)(F)F)nn1Cc1n[nH]c(=S)n1Cc1ccccc1	0.3%	-15%	2	2	i	4	-8%	1.6%	-4%	-21%	0.3	79	NS5 inhibitors pilot replicate=-3.6
O=C(N/N=C/c1ccco1)c1cc(-c2ccccc2)n[nH]1	-3.1%	5%	-12	-17	i	3	0%	1.1%	1%	-3%	-1.6	59
Cc1ccc2[nH]c(=O)c(C(c3nnnn3C(C)(C)C)N3CCN(C(=O)c4ccco4)CC3)cc2c1 (stereo not given)	0.3%	1%	15	-4	i	27	-2%	-0.2%	-6%	7%	0.7	52
COc1cccc(CNC(=O)c2ccc(NS(=O)(=O)c3ccc4[nH]c(=O)[nH]c4c3)cc2)c1	0.4%[50 µM]	.	.	.	.	.	0%	0.9%	.	.	0.6	43
CC(C)NC(=O)COc1ccc(S(=O)(=O)N2CCOCC2)cc1	0.7%	-2%	8	25	i	-3	-5%	1.3%	-5%	-2%	-1.2	59
COc1ccc(OC2C(=O)N(Cc3ccc(F)cc3)C2c2ccc(OC)c(OC)c2)cc1 (stereo not given)	2.1%	10%	0	2	i	11	-1%	2.8%	-2%	8%	0.2	53
CC(CCc1ccccc1)NC(=O)CSc1nnnn1C (stereo not given)	4.8%	-11%	5	22	i	-1	-3%	1.8%	-14%	3%	1.2	49

Random draw from the library; about 2.6% have a hit in one of these screens.
